# Bioassay records: PubChem BioAssay, The Scripps Research Institute Molecular Screening Center
# CHO parental Ca – signal in parental CHO cells, OX1R antagonist counter-screen; parental CHO-K1, ATP-induced calcium, Fluo-8 fluorescence; inhibition, % at 5.6 µM; 0.63% of 330,000 active; AID 463079;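 active means inhibition above that plate's mean sample inhibition plus 3 SD, cut at about 26% in these data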;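 further: 0% = ATP-challenged DMSO wells and 100% = DMSO wells without ATP; some compounds past the cut are filed as inactive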
#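 Test system: parental CHO cells; detection: calcium-sensitive Fluo-8 fluorescence; evaluation: percent inhibition of calcium signal; also added: ATP as calcium-mobilizing challenge; repeats: one well per compound; control set: ATP-challenged DMSO wells low, unchallenged DMSO wells high; compound: single nominal dose of 5.6 µM per compound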
# M1 ag parental – M1 agonist counterscreen hit in parental CHO-K1 cells. activation, % at 3 µM. 0.48% of 360,000 active. AID 602248. Fluo-8 calcium fluorescence; scaled to maximal ATP response, vehicle zero; in the data active means activation above about 15%;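 further: untransfected CHO-K1 host cells lacking M1 receptor as counterscreen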
# TAAR1 antag – human TAAR1 antagonism. inhibition, % at 3 µM. 1.5% of 360,000 active. Q96RJ0. AID 624466. CHO RD-HGA16 TAAR1, Fluo-8 calcium fluorescence, antagonist;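 active means inhibition above a per-plate cutoff, the mean inhibition of test compounds on that plate plus 3 SD, cut at about 49% in these data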;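 further: 0% = DMSO plus EC80 beta-PEA response and 100% = DMSO alone without agonist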
# Target sequence (Q96RJ0 whole entry, looked up): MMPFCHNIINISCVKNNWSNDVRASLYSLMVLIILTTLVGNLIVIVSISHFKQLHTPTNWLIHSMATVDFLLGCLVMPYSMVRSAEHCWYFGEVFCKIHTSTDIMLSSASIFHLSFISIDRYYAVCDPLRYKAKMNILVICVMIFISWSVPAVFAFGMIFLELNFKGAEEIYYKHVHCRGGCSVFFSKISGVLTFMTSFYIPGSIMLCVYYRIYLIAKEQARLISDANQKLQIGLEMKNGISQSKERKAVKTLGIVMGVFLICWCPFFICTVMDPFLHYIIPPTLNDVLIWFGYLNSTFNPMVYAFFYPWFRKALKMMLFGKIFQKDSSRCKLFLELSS
#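 Material: CHO RD-HGA16 cells bearing hTAAR1; compound dosing: one-point dosing, 3 µM nominal final; schedule: dye loading 75 min at 37 °C, then 30 min room temperature; measured by: calcium fluorescence with Fluo-8; control set: vehicle and agonist controls; replication: n of 1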
# M1 ag – human M1 muscarinic receptor agonism; P11229; CHO-K1 hM1, Fluo-8 calcium fluorescence, agonist mode; 0% DMSO, 100% acetylcholine EC100; activation, % at 3 µM; 0.33% of 360,000 active; AID 588814;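 active means activation above the run's mean compound activation plus 3 SD, cut at about 16% in these data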;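 further: peak over basal fluorescence ratio within a 140 s kinetic read after compound addition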
# M1 PAM parental – M1 PAM counterscreen hit in parental CHO-K1 cells; ATP EC20, Fluo-8 calcium fluorescence; 0% at ATP EC20, 100% at ATP max; activation, % at 3 µM; 0.02% of 360,000 active;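 active means activation above the run cutoff, the mean activation of all test compounds plus 3 SD, cut at about 40% in these data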;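 further: peak over basal fluorescence ratio in a 140 s read after ATP addition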
# CHO-K1 Ca antag – counter-screen for M1 antagonists: effect in parental CHO-K1 cells; ATP-induced calcium, Fluo-8 fluorescence; inhibition, % at 3 µM; 0.6% of 360,000 active; AID 602250;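 active means inhibition above a per-plate cutoff, the plate's mean sample inhibition plus 3 SD, cut at about 24% in these data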;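 further: 0% = DMSO plus EC80 ATP and 100% = DMSO alone without ATP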
# OXTR potentiate – potentiators of human oxytocin receptor; P30559; CHO-OTR cells, Fluo-8 calcium fluorescence, potentiator mode; 0% = oxytocin EC15, 100% = EC100; activation, % at 3 µM; 0.061% of 320,000 active; AID 2445;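 active means activation above that plate's cutoff, the mean activation of tested compounds plus 3 SD, cut at about 6.6% in these data, passing the limit was not always enough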;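 further: 100% uses oxytocin at 75 nM as the full agonist control; some results filed as inactive read as strong as hits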
# Target sequence (P30559 whole entry, looked up): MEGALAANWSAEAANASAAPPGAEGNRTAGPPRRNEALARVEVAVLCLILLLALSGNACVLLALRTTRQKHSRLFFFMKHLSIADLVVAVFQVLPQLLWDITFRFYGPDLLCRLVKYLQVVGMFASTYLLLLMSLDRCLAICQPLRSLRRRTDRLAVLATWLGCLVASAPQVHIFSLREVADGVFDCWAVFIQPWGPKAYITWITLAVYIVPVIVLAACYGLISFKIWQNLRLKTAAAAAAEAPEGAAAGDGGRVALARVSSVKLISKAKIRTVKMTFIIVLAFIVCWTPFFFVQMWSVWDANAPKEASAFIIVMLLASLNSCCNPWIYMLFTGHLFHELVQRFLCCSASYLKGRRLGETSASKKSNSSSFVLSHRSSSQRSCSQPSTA
#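 Material: CHO-OTR cells, human receptor; compound dosing: single dose, 3.0 µM nominal final compound concentration; schedule: 6 min compound pre-incubation at room temperature, 100 s kinetic read; measured by: kinetic Fluo-8 calcium fluorescence; read-out basis: % activation vs EC15 and EC100 oxytocin; controls: EC15 oxytocin alone as 0%, 75 nM oxytocin as 100%; replicates: singlicate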
# CHRM1 antagonist – antagonists of human M1 muscarinic receptor. CHO-K1 hM1, Fluo-8 calcium fluorescence, ACh EC80 antagonist. inhibition, % at 3 µM. 1.3% of 360,000 active. AID 588852;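 active means percent inhibition above its own plate's cutoff, namely the mean of that plate's compound wells plus 3 SD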;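 further: peak over basal fluorescence ratio during 140 s after agonist addition; 0% = ACh EC80 plus DMSO and 100% = DMSO alone without agonist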
# TAAR1 agonist – human TAAR1 agonism; Q96RJ0; CHO RD-HGA16 TAAR1, Fluo-8 calcium fluorescence; vehicle wells 0%, saturating PEA agonist 100%; activation, % at 3 µM; 0.99% of 360,000 active; AID 624467;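 active means activation above the mean activation of all test compounds in the run plus 3 SD, cut at about 38% in these data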
#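 Assay system – CHO-derived RD-HGA16 cells with stable Gα16 and human TAAR1 · Compound dosing – one-point dosing at 3 µM (nominal) · Incubation – 17-24 h seeding, 75 min 37 °C dye, 30 min RT · Measured by – kinetic Fluo-8 calcium fluorescence · Control set – DMSO vehicle as 0%, PEA at EC100 as 100% · Repeats – single well for each compound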
# An asterisk follows results filed as active; x = no result given; & = joins results of further samples.
# Value order – CHO parental Ca, M1 ag parental, TAAR1 antag, M1 ag, M1 PAM parental, CHO-K1 Ca antag, OXTR potentiate, CHRM1 antagonist, TAAR1 agonist
CCC(C)N(C)C1CCN(C(=S)Nc2cccc(SC)c2)CC1 (stereo not given)
→ -12, 0.3, -15, -7, 0, -5, -3, -19, 0
CCOc1ccc2nc(Cl)c(C3CC(c4ccco4)=NN3S(=O)(=O)c3ccccc3)cc2c1 (stereo not given)
→ -12, -0.5, -13, -5, -13, 11, 2, 15, -1
Cc1cc(C)cc(NC(=O)CCN2C(=O)c3ccccc3C2=O)c1
→ x, -0.5, -24, 0, 0, -2, x, -1, 1
S=c1[nH]nc(Cn2c(-c3ccccn3)nc3ccccc32)n1-c1ccc2c(c1)OCCO2
→ -9, 0.8, -17, -4, 2, -5, -8, -12, 3
CCOC(=O)c1nnn(-c2nc(N(C)C)nc(N(C)C)n2)c1C
→ -8, 0.2, -12, -3, 14, -13, -1, -6, 5
CCOC(=O)c1ccccc1NC(=O)CN1CCC(n2nnc3cc(C(F)(F)F)ccc32)CC1
→ -19, -0.2, -19, 0, -12, -11, -3, -14, -1
CCOC(=O)C1=C[C@@H](C(C)C)N(S(=O)(=O)c2ccc(C)cc2)[C@H]1c1ccc(C(C)C)cc1
→ x, 0.6, 19, 1, -4, 8, x, -1, 0
Cc1ccc(-n2cccn2)c(CN2CCCC(CNC(=O)c3ccc(F)cc3)C2)c1 (stereo not given)
→ -19, 0.2, -32, -7, 0, -2, 1, -1, 5
COc1ccccc1N1CCN(C(=O)C2=CC=CN3CCS(=O)(=O)N=C23)CC1
→ -8, 0.1, 2, 0, -14, -4, -2, -7, 5
COCCCNC(=O)COc1ccc(S(=O)(=O)NCc2ccccc2)cc1Cl
→ -6, 3.1, 4, -5, 22, -8, 1, -3, 5
CCOc1ccc(-c2noc(CCC(=O)NC)n2)cc1OCC
→ 12, 1.4, 3, -2, 1, -3, -8, 2, 1
Cc1ccc(OCC(=O)Nc2ccc(O)c(-c3nc4ccccc4o3)c2)cc1
→ -23, 1.1, 2, -4, 20, -11, -2, 2, 11
CCOC(=O)c1cc2c(=O)n3ccccc3nc2n(Cc2ccco2)c1=NC(=O)c1ccccc1OCC
→ -9, 1.4, -18, -6, 10, -10, -6, 0, 3
NC(=O)CSc1nc2sc(-c3ccccc3)cc2c(=O)n1N
→ 0, 1.3, 8, -3, 31, -13, -7, -11, 1
Cc1cc(C(=O)NNC(=O)/C=C/c2ccc(F)cc2)c(C)o1
→ -1, 0.3, -12, -2, -9, 6, -2, 2, -1
COCCNC(=O)CS(=O)Cc1nc(-c2ccc(Cl)cc2)oc1C (stereo not given)
→ -1, 3.9, -17, -2, 3, 21, -7, 9, 0
CN(C)/C=N/NC(=O)c1ccccc1Cl
→ -11, 0.1, -45, -3, 10, -9, 8, 0, 4
Cc1cc(-c2ccccc2)nc2[nH]n(-c3ccccc3)c(=O)c12
→ -17, 0.2, 13, -2, 11, -4, -1, -3, 4
COCCn1c(SCC(=O)N2CCCc3ccccc32)nc2c(c1=O)SC(C)C2 (stereo not given)
→ -18, 0.2, 1, -11, 4, -9, -4, -4, -2
Cc1ccc(CNC(=O)C2CCN(c3nnc(N4CCCC4=O)s3)CC2)cc1
→ -19, 0.2, -27, -3, -3, 0, -7, -2, 0
CCN(CC)N=Nc1ccc(S(=O)(=O)N2CCSC2C(=O)O)cc1 (stereo not given)
→ -2, 0.9, 11, 1, 17, 5, -10, -5, 8
Cc1ccccc1NC(=O)CCS(=O)(=O)c1ccc(Br)cc1
→ -11, 0.2, -11, -2, 11, -16, -18, -16, 1
C=CCSc1nnc(NC(=O)CCNC(=O)c2ccco2)s1
→ 3, 1.3, -16, 0, 11, -18, -6, -14, -3
O=C(NCCCCC(NC(=O)c1ccc([N+](=O)[O-])cc1)C(=O)O)c1ccc([N+](=O)[O-])cc1 (stereo not given)
→ -12, 0.2, 9, -3, 13, -6, -1, 5, 0
COc1ccc(CNC(=O)C2CCC(=O)N(CCCN3CCCC3=O)C2)c(OC)c1 (stereo not given)
→ -6, 0.4, -29, -5, -8, -7, -2, 4, 3
O=C(NCc1cccs1)c1cc2c(s1)-c1ccccc1OC2
→ 3, 0.4, 27, -5, 13, 9, -5, -4, 1
O=C(CCc1nnc(-c2ccc(-c3ccccc3)cc2)o1)N1CCCCC1
→ -9, 10, -11, -2, -13, 9, -20, 1, 9
COC(=O)c1sc(NC(=O)COc2ccccc2OC)nc1C
→ -11, 1.9, 23, -6, 26, 0, 4, -15, 9
COC(=O)c1sc2cnccc2c1N
→ -7, -0.2, -7, -3, -11, 21, -4, 6, -1
CCC(=O)c1cc2c(cc1NC(=O)c1cccs1)OCCO2
→ -18, -0.2, 0, -1, 0, -7, -2, -25, 4

# Results in OXTR potentiate (2 entries from above):
Compound | OXTR potentiate
Cc1ccccc1NC(=O)CCS(=O)(=O)c1ccc(Br)cc1 | -18
C=CCSc1nnc(NC(=O)CCNC(=O)c2ccco2)s1 | -6

# The list goes on.
# Value order – CHO parental Ca, M1 ag parental, TAAR1 antag, M1 ag, M1 PAM parental, CHO-K1 Ca antag, OXTR potentiate, CHRM1 antagonist, TAAR1 agonist
C=CCn1c(P(C)(=O)O)nc2ccccc21
→ 8&-5, 0.7&0.9, 7&-10, -2&-6, 23&9, -9&9, 2&2, -7&-4, 11&6
Cc1ccc(S(=O)(=O)N2CCN(c3ncnc4sccc34)CC2)cc1C
→ x, 12, 18, 0, 3, 6, x, 28, 4
COC(=O)c1ccc(OC)c(CSc2nnc(COc3ccc(Cl)cc3)o2)c1
→ -20, -0.3, 23, -2, -6, 24*, -6, 7, 9
CC(C)c1ccc(N(C)C(=O)Cc2c(C(=O)O)n(C)c3ccccc23)cc1
→ 5, 0.2, -22, -6, 12, -16, -7, -14, 3
O=C(c1ccccc1)C1Oc2ccccc2C2CC(c3cccs3)=NN12 (stereo not given)
→ -16, 1.1, 19, -4, 22, -9, -8, -4, 6
CC(C)Oc1cccc(C(=O)Nc2ccccc2N2CCOCC2)c1
→ -23, 1.0, 17, -4, 15, -3, -2, 7, 5
COc1ccc(F)cc1C(=O)C1CCCN(C(=O)CCc2ccccn2)C1 (stereo not given)
→ -8, 0.5, -7, -11, -8, 5, 0, 5, 2
Cc1nc2ccccn2c1-c1ccnc(=S)[nH]1
→ -13, 1.9, -27, -5, 22, -20, -2, -11, 12
Cc1cc(C(=O)NCc2cccnc2)cs1
→ -8, 0.2, x, -2, -11, 13, -2, 5, x
CC(C)(C)NC(=O)C(OC(=O)c1cccs1)c1ccc(F)cc1 (stereo not given)
→ -14, -0.4, -11, -14, 8, -6, 3, -8, 6
CC(C)Sc1ncnc2[nH]ncc12
→ x, 0.0, 7, -2, 8, -18, x, -22, 1
Cn1c(SCC(=O)NCc2ccco2)nnc1-c1c[nH]c2ccccc12
→ 3, 1.1, 4, -4, 27, -7, -1, -14, 0
CCc1nnc(NC(=O)C2Cc3ccccc3C(=O)O2)s1 (stereo not given)
→ 1, 1.6, -40, -11, 6, 11, -7, -9, 4
CCOC(=O)c1cnc2ccc(OCC)cc2c1NCCN1CCOCC1
→ -16, 0.3, 8, -14, 21, -8, -5, 5, 8
CCNC(=O)CC1C(=O)N(c2ccc(OC)cc2)C(=O)N1Cc1ccc(OC)cc1 (stereo not given)
→ -10, 1.2, -3, -4, 18, -17, -4, -11, 23
Cc1ccccc1OCC(=O)Nc1cc(S(=O)(=O)N2CCOCC2)ccc1N1CCCC1
→ -7, 0.6, -7, -8, -2, -1, -8, -5, 0
CC(C)C(=O)Nc1sc2c(c1-c1nc3ccccc3[nH]1)CCCC2
→ -7, 0.1, -11, -4, 17, -1, 1, -3, 0
CO/N=C/c1c(C(=O)OC)nn(-c2ccccc2)c1Cl
→ -4, 1.5, -20, -5, 23, -16, -4, -9, 5
O=C(N/N=C\c1ccc[nH]1)C1COc2ccccc2O1 (stereo not given)
→ -13, 1.6, -16, 2, 9, -1, -9, 6, 4
Cc1ccc2nc(/C(C#N)=C\c3ccc([N+](=O)[O-])o3)[nH]c2c1
→ 27, 2.7, 9, 3, 6, -11, -12, -4, 26
O=C(NC1CCCCCC1)c1c(O)nc2sccn2c1=O
→ -24, -0.6, -1, 2, 4, 1, -11, -3, 0
COc1cc(NC(=O)CN(C)S(=O)(=O)c2ccc3c(c2)CCC(=O)N3)cc(OC)c1
→ -1, 0.2, 14, -1, 24, 9, -6, -18, 1
O=C(O)c1ccccc1/C=N/Nc1nc(N2CCCCC2)nc(N2CCCCC2)n1
→ -11, x, -1, x, x, x, 2, x, 3
COC(=O)CNC(=O)C(Cc1c[nH]c2ccccc12)NC(=O)OC(C)(C)C (stereo not given)
→ -13, 0.7, -4, -1, 6, -6, -1, -27, 7
CCCCCCn1c(-c2ccco2)nc2oc3cc(OC)ccc3c(=O)c2c1=O
→ -10, 0.1, -17, -6, 9, -6, -3, -9, 1
N#CC1(NC(=O)COC(=O)c2ccccc2SCC(=O)N2CCCC2)CCCCC1
→ -10, 0.2, -14, -3, 6, 2, -5, 9, 0
O=C(CSc1nn(-c2ccc(Cl)cc2)c(=S)s1)N1CCN(C(=O)c2ccco2)CC1
→ -16, 2.3, 8, -1, 16, -10, -16, -9, 12
CC(=O)c1c(-c2ccc(Cl)cc2)c2ccccc2[nH]c1=O
→ -12, 0.4, 22, -8, 20, -7, -9, -1, 2
COc1ccccc1N1CCN(C(=S)NC(=O)/C=C/c2ccc(F)cc2)CC1
→ -36, -0.5, 11, -8, 10, -3, -8, 3, -1
CCOC(=O)N1CCC2(CC1)NCCc1c2[nH]c2ccccc12
→ -18, 2.8, 5, -7, 6, 0, -10, 35, 2
CCCCSc1nc2c(=O)[nH][nH]c(=O)c2n1Cc1ccccc1
→ -5, -0.1, -7, -3, -6, 5, -9, 7, 5
CCOc1cccc(CN2CCCC(C(=O)c3cc(Cl)ccc3OC)C2)c1O (stereo not given)
→ -32, 0.8, 6, -8, -20, 16, -1, -4, 2
CC(C)C[C@@H]1COc2cccc(N3CCSCC3)c2S(=O)(=O)N1
→ x, 1.0, -7, x, 8, -7, x, x, 2
CCc1nnc(SCC(=O)Nc2ccc(N3CCOCC3)cc2)n1C
→ 2, 3.5, -13, -1, 21, -1, 1, -7, 0
CCCCn1c(N)c(N(CC(C)C)C(=O)CN(C)Cc2cccc(OC)c2)c(=O)[nH]c1=O
→ -9, 0.5, 11, -3, 20, -5, -1, -4, 4
CCOc1ccccc1NC(=O)c1ccc(Cl)c(NC(=O)CC(c2ccccc2)c2ccccc2)c1
→ -15, 0.9, 11, -6, 13, -24, -3, 8, 3
